Compound activity (PubChem BioAssay)
MLL CXXC-DNA inh – MLL CXXC-DNA interaction inhibition | Potency, µM (highest dose often 115 µM), for the others: at the highest dose activity change, negative = inhibition, most hits filed as inhibitors | MLL-CXXC / FITC-HOXA9 DNA fluorescence polarization | Q03164 | AID 2662 | 290,000 tested, 0.037% active; active means well fitted inhibition curve with a large enough effect in the polarisation, with a control signal flat, not every such curve was filed as active; inconclusive means small, poorly fitted or top-dose-only effect, or effect the other way, or a change in a side signal; inactive means no such curve, though single readings can be large or run the other way; the % refers to the polarisation; further: potency means the concentration at half of the fitted maximal effect
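Fluorescence polarization: 7 uM MLL-CXXC (stock) preincubated 5 min with compounds, then 50 nM fluorescein-HOX-A9 DNA (stock) added; 30 min ambient. Buffer 50 mM Tris-HCl pH 7.5, 50 mM NaCl, 1 mM DTT, 0.05% BSA.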
Menin-MLL TR inh – inhibitors of human menin-MLL interaction, mutant MLL peptide. O00255. Menin + Texas Red MLL mutant peptide, fluorescence polarization. Potency, µM (titrated, usually from 61.6 µM), for inactives: top-dose FP activity change, negative = inhibition, usual class: inhibitors. 270,000 tested, 0.23% active. AID 1768; active means well fitted inhibition curve with a large enough effect in the polarisation, with a control signal flat, not every such curve was filed as active; inconclusive means small, poorly fitted or top-dose-only effect, or effect the other way, or a change in a side signal; inactive means no such curve, though single readings can be large or run the other way; the % refers to the polarisation; further: potency means the concentration at half of the fitted maximal effect; % of control where 0% means no effect; many of its hits are not listed in these tables
Target sequence (O00255 whole entry, looked up): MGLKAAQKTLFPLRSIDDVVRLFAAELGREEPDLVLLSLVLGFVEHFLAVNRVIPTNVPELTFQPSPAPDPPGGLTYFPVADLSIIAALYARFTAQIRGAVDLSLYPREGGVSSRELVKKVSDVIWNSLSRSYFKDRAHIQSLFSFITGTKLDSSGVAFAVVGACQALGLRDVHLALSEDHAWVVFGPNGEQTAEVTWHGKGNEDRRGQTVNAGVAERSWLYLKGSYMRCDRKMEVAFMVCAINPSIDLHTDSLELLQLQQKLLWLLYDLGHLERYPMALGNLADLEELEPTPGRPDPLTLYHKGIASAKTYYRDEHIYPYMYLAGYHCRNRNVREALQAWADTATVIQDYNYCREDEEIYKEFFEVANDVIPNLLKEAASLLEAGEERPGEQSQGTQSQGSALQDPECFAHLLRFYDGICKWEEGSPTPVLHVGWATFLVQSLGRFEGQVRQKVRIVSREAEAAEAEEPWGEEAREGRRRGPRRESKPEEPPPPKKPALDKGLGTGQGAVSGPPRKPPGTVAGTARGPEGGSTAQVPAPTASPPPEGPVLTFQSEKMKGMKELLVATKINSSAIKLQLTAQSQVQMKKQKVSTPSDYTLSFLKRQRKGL
TSHR antag – human thyrotropin receptor antagonism; TSHR-expressing cells, TSH-stimulated cAMP HTRF, 2 h; hits give low values; activity change, negative = inhibition, % at 11.5 µM; 330,000 tested, 0.2% active;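 active means activity change below a set negative limit, meaning inhibition stronger than a set level, cut at about -70% in these data; inconclusive means activity change between two set negative limits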; further: on the % scale 0 is the no-effect control and ±100 the full control effect
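Read-out is FRET at 665 nm (cryptate excitation 337 nm) from a cryptate-tagged anti-cAMP antibody, competed by cell cAMP against cAMP-d2. Compounds are tested on freshly harvested TSHR cells challenged with 4nM TSH (EC80) for 2 hours at 37 deg C.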
S-ASM inh – blocks human secretory acid sphingomyelinase; 340,000 tested, 0.006% active; Potency, µM (series often up to 57.5 µM), for inactives: at the top dose activity change, negative = inhibition, hits mostly inhibitors; placental ASM, HMU-PC fluorogenic substrate, 60 min; AID 504937; P17405; further: potency means the concentration at half of the fitted maximal effect
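Fluorogenic HMU-PC substrate (9 uM final) is turned over by placental ASM in 60 min at 37 C after a 10 min compound preincubation. Reaction ended by alkaline stop (pH 10), with fluorescence read at 386/447 nm.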
A-T KAP1 phos – candidate therapy for ataxia-telangiectasia; […] A-T fibroblasts, KAP-1 phosphorylation AlphaLISA; neocarzinostatin DNA damage 30 min before lysis; Potency, µM (doses to about 57.5 µM), for inactives: top-dose activation, hits mostly activators; 320,000 tested, 0.19% active; AID 485349; further: potency means the concentration at half of the fitted maximal effect; % of control where 0% means no effect; nearly all actives have a fitted effect of over 45% in size
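ATM-like activity read as KAP-1 phosphorylation via AlphaLISA donor/acceptor antibody pairs after lysis and 6 hr at 25C. Cells were ATM-null patient fibroblasts ([…], hTERT), dosed 60 min, then exposed to the DSB inducer NCS for 30 min.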
TCR activator – activates T cell receptor signaling. 330,000 tested, under 10 active. AID 504894. primary human leukocytes, anti-CD3, IL-2 HTRF, 48 h. Potency, µM (top dose mostly 9.22 µM), inactives show top-dose activation of IL-2 secretion, actives largely listed as activators; further: % of control where 0% means no effect
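Human primary leukocytes + a-CD3 beads + cpd, 48 hr; IL-2 in supernatant by HTRF (ex 320nm / em 665nm). No co-stimulatory signal supplied.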
MBNL1 CUG block – blocks human MBNL1 binding to CUG repeat RNA. Potency, µM (titrated, usually from 57.5 µM), without a hit: top-dose activity change, negative = inhibition, actives largely listed as inhibitors. 280,000 tested, 0.036% active. TR-FRET MBNL1-His/biotin-(CUG)12 binding, 665/545 ratio. AID 2675; active means well fitted inhibition curve with a large enough effect in the signal ratio, with a control signal flat, not every such curve was filed as active; inconclusive means small, poorly fitted or top-dose-only effect, or effect the other way, or a change in a side signal; inactive means no such curve, though single readings can be large or run the other way; the % refers to the signal ratio; further: potency means the concentration at half of the fitted maximal effect; on the % scale 0 is the no-effect control and ±100 the full control effect
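His-tagged MBNL1 binding to biotinylated (CUG)12 RNA was measured by TR-FRET using terbium anti-His antibody (0.055 ng/ul final) and streptavidin-XL665 (5 nM final). Compounds were titrated 92 nM to 58 uM; 60 min at room temperature.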
Mito fusion act – mitochondrial division inhibition or fusion activation; 320,000 tested, 0.23% active; Potency, µM (series often up to 46.1 µM), for the others: top-dose growth rescue (activation), hits mostly activators; S. cerevisiae fusion-defective mutant growth rescue, CellTiterGlo 48 h; AID 485298;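 further: potency means the concentration at half of the fitted maximal effect; % of control where 0% means no effect; nearly all actives have a fitted effect of over 45% in size; temperature-sensitive fusion mutants such as fzo1-1 at 37 °C on non-fermentable ethanol glycerol medium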
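Compounds are tested for their ability to restore growth of mitochondrial fusion-defective yeast strains at non-permissive 37C in YPEG medium over 48 hours. Viability is quantified by luciferase luminescence.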
PTAP TSG101 blk – blocks PTAP/TSG101 interaction to inhibit HIV-1 budding. Q99816. Fluorescence polarization, FITC-PTAP peptide / Tsg101 binding. Potency, µM (titrated, usually from 115 µM), for the others: at the top dose activity change, negative = inhibition, actives largely listed as inhibitors. 340,000 tested, under 10 active; active means well fitted inhibition curve with a large enough effect in the main read-out, with a control signal flat, not every such curve was filed as active; inconclusive means small, poorly fitted or top-dose-only effect, or effect the other way, or a change in a side signal; inactive means no such curve, though single readings can be large or run the other way; further: potency means the concentration at half of the fitted maximal effect; % of control where 0% means no effect
Target sequence (Q99816 whole entry, looked up): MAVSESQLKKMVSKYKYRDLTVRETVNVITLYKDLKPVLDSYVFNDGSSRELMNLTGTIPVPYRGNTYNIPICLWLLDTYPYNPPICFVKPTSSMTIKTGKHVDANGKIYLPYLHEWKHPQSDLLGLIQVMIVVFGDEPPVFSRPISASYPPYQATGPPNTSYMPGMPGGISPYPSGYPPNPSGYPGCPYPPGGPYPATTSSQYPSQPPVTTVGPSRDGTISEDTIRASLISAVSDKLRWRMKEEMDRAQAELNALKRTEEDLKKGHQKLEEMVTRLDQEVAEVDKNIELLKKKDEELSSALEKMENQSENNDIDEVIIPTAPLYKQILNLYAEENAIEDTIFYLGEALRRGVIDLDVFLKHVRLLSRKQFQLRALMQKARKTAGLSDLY
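Compounds were pin-transferred onto Tsg101 binding domain (10 uM final) in HEPES pH 7.5 buffer, then FITC-PTAP peptide was added at 50 nM final. After 20 min at RT, polarization reported peptide displacement across a qHTS concentration series.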
a7 integrin act – activators of alpha7 integrin expression for muscular dystrophy | alpha7betagal myoblasts, beta-gal FDG fluorescence, 48 h | Potency, µM (doses to about 38.3 µM), for the others: at the top dose activation, most hits filed as activators | 350,000 tested, 0.064% active;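 further: potency means the concentration at half of the fitted maximal effect; 100% = response of the positive control SU9516; nearly all actives have a fitted effect of over 60% in size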
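alpha7betagal+/- myoblasts (passage 13, 250/well) treated 48 h at 37C with compounds at 1:260 dilution of DMSO stock. Lysed, then beta-galactosidase activity read as FDG fluorescence (ex 480/em 540) after 30 min, with pre-read for autofluorescence.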
Starred values were filed as active, the others as inactive; ? = inconclusive; . = no result given; [ ] = dose if it differs, or a comment. Unless noted, the call rests on the fitted dose curve; in most records, active means well fitted curve in the direction sought with a large enough effect; inconclusive means small, poorly fitted or top-dose-only effect, or another doubt; inactive means no such curve, though single readings can be large; an effect the other way counts as inactive or inconclusive. Not all compounds are listed, so the mix of outcomes need not match the whole.

SMILES	MLL CXXC-DNA inh	Menin-MLL TR inh	TSHR antag	S-ASM inh	A-T KAP1 phos	TCR activator	MBNL1 CUG block	Mito fusion act	PTAP TSG101 blk	a7 integrin act
CCOc1ccc(S(=O)(=O)N(C)c2ccc(OCC(=O)NCc3ccc(C(=O)OC)cc3)cc2)cc1	1.6%	4.3%	-15.3	-2.3%	-2.0%	4.0%	-4.5%	-5.3%	-0.3%	-7.2%
CCOC(=O)C1=C(C)NC2=C(C(=O)CC(C)(C)C2)C1c1ccc2c(c1)CCCN2C (centres undefined)	19.5%	-27.7%	-10.1	87.6%[activator]	-4.9%	-1.1%	19.7%	-2.7%	-1.1%	15.1%
O=C(O)c1cnn(-c2nc(-c3ccc(Cl)c(Cl)c3)cs2)c1C(F)(F)F	-2.3%	?	-6.2	-13.3%	0.0%	-11.7%	0.6%	-17.9%	-1.9%	-14.1%
C=CCN(c1ccccc1OC)S(=O)(=O)c1cccc(C(=O)OCC(=O)c2c[nH]c3ccccc23)c1	-1.4%	?	-14.2	-4.2%	-8.7%	6.3%[46.1 µM]	.	10.2%	0.7%	-37.2%
c1ccc(-n2cnc3cc(NCc4ccco4)ccc32)cc1	-8.1%	-16.9%	-8.6	0.3%	-4.5%	1.1%	3.1%	5.8%	-0.7%	7.5%
CC(Sc1nncn1C)C(=O)NCc1ccc2c(c1)OCO2 (centres undefined)	-3.6%	-4.2%	3.1	-0.7%	3.9%	-0.2%	0.3%	0.6%	-2.8%	-7.7%
CC(=O)Nc1ccccc1OCC(=O)NCCC1=CCCCC1	8.4%	5.9%	0.4	-0.1%	9.7%	1.9%	-3.9%	4.8%	-1.6%	-22.8%
CCN(CC(=O)NCC(=O)Nc1ccc(Br)cc1C)Cc1ccccc1	.	.	-2.0	-2.6%	14.9%	6.0%	.	1.6%	0.0%	-14.9%
Cc1ccc([N+](=O)[O-])cc1S(=O)(=O)NCC1COc2ccccc2O1 (centres undefined)	24.4%	?	-14.5	-5.8%	-1.3%	-1.9%	?	7.4%	0.7%	?
CC(=O)Nc1c2c(nn1-c1ccccc1C)CS(=O)(=O)C2	7.0%	3.6%	2.3	0.8%	2.4%	9.6%	-0.7%	2.8%	-1.6%	-12.1%
CN(c1ccc(C(=O)N/N=C/c2cccc([N+](=O)[O-])c2)cc1)S(=O)(=O)c1ccccc1	-22.8%	?	-9.9	-1.3%	-5.6%	-3.4%	2.8%	2.1%	-1.1%	-17.9%
Cc1cc(C)c2nc(N3CCC(C(=O)NCCN4CCOCC4)CC3)sc2c1	-5.3%	-3.1%	12.9	2.7%	-2.7%	2.7%	-0.9%	5.1%	0.4%	13.6%
CSc1ccc(/C=C/C(=O)c2ccc(NC(C)=O)cc2)cc1	18.2%	-0.9%	-16.2	155.2%[activator]	2.4%	-4.4%	0.9%	24.5%	-6.9%	-39.6%
CC(C)(C)CN1CCN(Cc2cccnc2)CC1CCO (centres undefined)	0.1%	-0.1%	-5.1	4.2%	-5.5%	.	-1.4%	2.2%	-1.3%	13.2%
CC(=O)Nc1c(Cl)cc([N+](=O)[O-])c2ccccc12	-2.4%	5.4%	29.5	1.0%	-9.3%	-0.3%[46.1 µM]	?	?	-1.4%	3.5%
CC(=NNC(=S)N(Cc1ccccn1)Cc1ccccn1)c1cnccn1	.	.	.	-2.3%	.	-0.1%	.	.	-4.2%	-56.4%[inhibitor]
CC(C)(C)NCCOCCOc1ccc(Cl)cc1C(C)(C)C	-20.5%	-29.6%	-4.9	-5.4%	-0.8%	1.3%	-4.4%	-11.1%	-3.4%	-44.9%
O=C(N/N=C/c1coc2ccccc2c1=O)c1cn(-c2ccccc2)nc1-c1ccc(F)cc1	-5.8%	2.3%	4.7	-1.9%	-4.0%	-1.6%[46.1 µM]	.	-0.6%	-3.7%	-10.7%
COc1ccc(C(c2nnnn2Cc2cccs2)N2CCN(c3ccccc3)CC2)cc1OC (centres undefined)	-1.6%	-5.6%	-45.0	-0.6%	10.2%	4.8%	11.7%	7.8%	-2.4%	3.5%
CN1CCC2(CC1)NC(=O)NC2=O	0.1%	-3.7%	5.7	1.5%	14.2%	-11.7%	-3.2%	3.4%	-6.1%	7.3%
COc1ccc(NC(=O)c2ccc(S(=O)(=O)N(C)c3ccccc3)cc2)cn1	0.7%	.	-6.6	-0.5%	-1.1%	2.5%	-10.0%	10.7%	-1.1%	-15.5%
Cc1ccc(NC(=O)CCN2C(=O)c3ccncc3C2=O)cc1	-1.5%	12.8%	7.9	2.3%	-2.4%	-2.9%	?	-2.3%	-1.9%	-7.3%
Cc1ccc(S(=O)(=O)NNC(=O)CCC(=O)Nc2ccccc2)cc1	-8.0%	18.3%	8.5	2.0%	-5.6%	2.3%	3.5%	-1.5%	-4.2%	24.2%
CC[C@]12c3[nH]c4ccc(Cl)cc4c3CCN1C(=O)[C@@H](CC(=O)NCCN1CCOCC1)C[C@@H]2C(=O)N1CCN(C(=O)c2ccco2)CC1	.	.	-11.2	9.2%	5.6%[11.5 µM]	3.1%[46.1 µM]	.	.	-0.1%	0.0%
COc1ccc(C2=NS(=O)(=O)N(C)C(C(=O)Nc3ccc4c(c3)OCO4)=C2)cc1	-0.1%	?	-19.3	-23.6%	-3.5%	2.6%	?	6.0%	-0.1%	-27.0%
Cc1cc(C(=O)Nc2ccon2)c(C)o1	-6.1%	-12.7%	-2.4	-0.9%	-2.2%	-7.2%	-6.0%	1.9%	1.1%	6.9%
O=C1NC(CCc2ccccc2)C(=O)N1Cc1ccc(Br)cc1 (centres undefined)	-4.0%	-9.8%	0.1	-3.2%	4.1%	10.4%	-8.4%	0.1%	0.4%	2.9%
COC(CNC(=O)C1CCCCC1C(=O)O)OC (centres undefined)	-5.8%	5.1%	5.9	2.9%	-10.8%	1.2%[46.1 µM]	2.8%	-11.6%	-2.1%	6.4%
Cc1ccc(S(=O)(=O)N2CCN(C(=O)c3cc4c(s3)CCCC4)CC2)cc1	.	.	10.5	-0.1%	2.7%	1.2%	.	2.0%	-3.4%	?
CCN(CC(=O)NCc1ccc(Cl)cc1)C(=O)CN1C(=O)NC(C)(c2ccccc2)C1=O (centres undefined)	8.4%	.	-14.4	2.2%	-2.8%	-5.1%	-3.4%	-1.3%	-1.3%	16.5%
CCN(CCNC(=O)Cn1c(=O)sc2ccccc21)c1ccccc1	-5.2%	4.4%[11.7 µM]	-1.3	0.3%	-4.5%	-2.2%	4.8%	6.5%	0.0%	-5.0%
CSCCC(Nc1ccc(S(=O)(=O)N2CCOCC2)cc1[N+](=O)[O-])C(=O)OCC(=O)N(C(C)C)C(C)C (centres undefined)	5.4%	0.1%	-6.5	.	1.2%	0.8%	?	-3.4%	0.3%	23.9%
O=c1cc(CN2CCN(c3ccccc3F)CC2)c2cc(O)c(-c3ccccc3)cc2o1	4.8%	?	-6.8	21.7%	1.3%	4.5%[46.1 µM]	7.7%[11.5 µM]	3.7%	-8.5%	4.3%
O=c1cc(O)c(-c2ccc(Cl)cc2)c(Cl)[nH]1	-5.2%	.	10.8	-1.3%	2.2%	0.3%	1.5%	-0.4%	-1.8%	13.6%
COc1cc(/C=c2/sc3nc(-c4ccccc4)c(-c4ccccc4)n3c2=O)cc(OC)c1OC	7.2%	4.0%	-1.4	-1.5%	-0.1%	0.3%[46.1 µM]	7.0%	-3.7%	-0.2%	-0.9%
CC(Oc1ccccc1F)C(=O)NNC(=O)c1ccc(F)c(S(=O)(=O)N2CCOCC2)c1 (centres undefined)	4.0%	.	28.6	1.1%	-2.1%	-9.5%	-5.3%	-4.4%	0.3%	9.6%
CCCOc1cccc(C(=O)NC(=S)Nc2cccc(NC(=O)c3ccccc3Cl)c2)c1	9.8%	?	-3.6	-7.7%	8.8%	5.1%[46.1 µM]	.	-19.0%	-1.3%	-42.2%
C/C(=N/NC(=O)C1CCN(S(=O)(=O)c2ccc(C)cc2)CC1)c1cccc([N+](=O)[O-])c1	2.2%	5.7%	6.9	-11.4%	-14.7%	2.4%[46.1 µM]	.	5.8%	0.0%	1.7%
Cc1nonc1OCCn1c([N+](=O)[O-])cnc1C	2.0%	-2.1%	-4.7	6.8%	2.3%	-3.2%	31.2%[activator]	4.7%	-2.1%	14.8%
COc1ccc(N2CCN(C(C)C(=O)N3CCCC3)CC2)cc1 (centres undefined)	?	-9.8%	7.2	2.5%	0.9%	-1.8%	2.2%	-4.4%	0.6%	-4.5%
